Screening data: PubChem BioAssay, several laboratories
PKA-R2B activ: activators of human PKA-R2B complex | P22694+P31323 | PKA-R2B holoenzyme dissociation, Cy5-IP20 fluorescence polarization; R2B truncated from residue 108, S112A mutant; 0% DMSO only, 100% 113 µM cGMP | activation, % at 11.4 µM | 0.079% of 340,000 active;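 active means activation above a cutoff set at the mean over all compounds plus 3 SD, cut at about 18% in these data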;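 further: higher means more holoenzyme dissociation and a rise in polarization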
OPRM1-OPRD1 inv: mu-delta opioid heterodimer inverse agonism; P35372+P41143; cell-based MOR-DOR heterodimer luminescence; inhibition, % at 9.3 µM; 0.21% of 340,000 active; AID 504357; in the data active means inhibition above about 22%, passing the limit was not always enough;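 further: 0% = cells with DMSO and 100% = wells without cells with DMSO; values of inactives mirror those of a sister screen read the other way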
V-ATPase pHluor: regulators of yeast V-ATPase proton transport. S. cerevisiae, pHLuorin cytosolic pH fluorescence. 0.37% of 350,000 active. response, % at 10 µM; in the data active means response mostly above about 7.3%, no sharp cut-off; inactive means mostly below about 5.4%; further: actives read high; inactives centre near 0; some compounds called inactive have numbers as strong as hits; reference of the scale not given here
Arr AP2 block: blocks beta-arrestin peptide binding to AP2 adaptin | 0.31% of 340,000 active | AID 504490 | FITC-arrestin peptide / GST-AP2 beads, flow cytometry; AP2 beta2 appendage carries R879A mutation | inhibition, % at 10 µM;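 active means inhibition above a set limit, near 3 SD of compounds lacking own fluorescence, cut at about 54% in these data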;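 further: plate controls were DMSO wells for no effect and 5 µM unlabelled arrestin peptide for full effect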
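Test system: GST-tagged AP2 beta2-adaptin appendage (R879A) on 4 µm glutathione beads; also added: fluorescein-tagged arrestin peptide at 50 nM final; timing: 12 min plus 1 h, RT; signal: flow cytometry, FL1 (488/535 nm); read-out: percent drop in bead-associated FITC signal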
DSG3 Ab inh: human desmoglein-3 autoantibody binding inhibition. P32926. DSG3-coupled beads, scFv-anti-DSG3-GFP binding, flow cytometry; hits give low values. binding (percent of control), % at 10 µM. 0.48% of 310,000 active. AID 588358;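 active means binding more than 3 SD below its plate's average and above zero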;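 further: hits lower antibody fragment binding to DSG3; some compounds called inactive have numbers as strong as hits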
OPRM1-OPRD1 ag: OPRM1-OPRD1 heterodimerization agonism; 0.3% of 340,000 active; activation, % at 9.3 µM; cells, luminescence; AID 504326; in the data active means activation above about 18%;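 further: 0% = vehicle-treated cells and 100% = reference agonist; values of inactives mirror those of a sister screen read the other way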
PKA-R1A act: PKA-R1A complex activation | P00514+P68181 | PKA-R1A dissociation, Cy5-IP20 fluorescence polarization; scaled: DMSO 0%, 113 µM cGMP 100% | activation, % at 11.4 µM | 0.083% of 340,000 active | AID 504707;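 active means percent activation above the mean of all tested compounds plus 3 SD, cut at about 19% in these data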;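 further: higher means more PKAc released from R1A so a rise in polarization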
HTR5A inv ag: counter-screen for OPRM1-OPRD1 inverse agonists: human HTR5A inverse agonism | inhibition, % at 9.3 µM | P47898 | HTR5A cell line, luminescence | 0.083% of 340,000 active | AID 504634; in the data active means inhibition mostly above about 23%, no sharp cut-off; inactive means mostly below about 18%;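 further: 0% = cells with DMSO and 100% = no-cell wells with DMSO; some compounds called inactive have numbers as strong as hits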
Target sequence (P47898 whole entry, looked up): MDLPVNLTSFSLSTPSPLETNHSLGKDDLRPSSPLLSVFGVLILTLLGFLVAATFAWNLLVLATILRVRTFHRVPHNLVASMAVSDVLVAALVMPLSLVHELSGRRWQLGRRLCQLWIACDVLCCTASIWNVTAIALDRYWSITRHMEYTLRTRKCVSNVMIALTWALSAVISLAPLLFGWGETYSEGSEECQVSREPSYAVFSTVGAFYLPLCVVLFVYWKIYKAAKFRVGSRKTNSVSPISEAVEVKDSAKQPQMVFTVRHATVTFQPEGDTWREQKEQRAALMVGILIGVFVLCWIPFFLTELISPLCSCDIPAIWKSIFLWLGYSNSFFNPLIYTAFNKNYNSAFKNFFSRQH
HTR5A ag: counter-screen for OPRM1-OPRD1 agonists: human HTR5A agonism; P47898; HTR5A agonist assay, luminescence, cell-based; activation, % at 9.3 µM; 0.61% of 340,000 active; AID 504692; in the data active means activation mostly above about 9.5%, no sharp cut-off; inactive means mostly below about 7.6%;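 further: 0% = cells with vehicle only and 100% = reference agonist; strong numbers were not always called active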
DAGLB inh: diacylglycerol lipase beta (human) inhibition; Q8NCG7; 0.059% of 340,000 active; inhibition, % at 5.17 µM; HEK293T DAGLB membrane lysate, EnzChek fluorogenic substrate; in the data active means inhibition above about 34%;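 further: 0% = enzyme with vehicle and 100% = wells lacking enzyme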
Target sequence (Q8NCG7 whole entry, looked up): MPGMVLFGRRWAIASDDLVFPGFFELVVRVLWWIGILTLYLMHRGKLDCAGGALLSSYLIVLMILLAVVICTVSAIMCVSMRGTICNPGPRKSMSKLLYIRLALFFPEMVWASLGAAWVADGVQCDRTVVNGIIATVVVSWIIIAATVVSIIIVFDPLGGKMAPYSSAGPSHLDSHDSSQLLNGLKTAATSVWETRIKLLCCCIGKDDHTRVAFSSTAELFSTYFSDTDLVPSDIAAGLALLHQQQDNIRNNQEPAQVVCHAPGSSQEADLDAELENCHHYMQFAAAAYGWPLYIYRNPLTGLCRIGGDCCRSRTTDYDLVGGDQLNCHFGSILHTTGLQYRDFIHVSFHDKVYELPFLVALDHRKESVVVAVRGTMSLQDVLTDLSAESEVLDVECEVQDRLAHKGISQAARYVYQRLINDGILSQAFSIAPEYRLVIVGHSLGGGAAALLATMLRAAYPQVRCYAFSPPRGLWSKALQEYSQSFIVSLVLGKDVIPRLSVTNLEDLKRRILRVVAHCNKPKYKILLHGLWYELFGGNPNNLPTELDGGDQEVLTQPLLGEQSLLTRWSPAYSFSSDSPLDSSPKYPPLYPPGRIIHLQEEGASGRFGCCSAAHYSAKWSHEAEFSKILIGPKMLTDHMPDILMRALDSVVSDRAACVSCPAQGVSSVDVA
Numbers without * were called inactive; / = not tested or not shown.

1: Cc1ccc(C(=O)C2=C(O)C(=O)N(Cc3ccco3)C2c2cccc(Br)c2)o1 (configuration not stated)
2: O=C(CN(CCO)Cc1ccccc1)N1CCN(S(=O)(=O)c2ccccc2)CC1
3: O=C(O)CCNS(=O)(=O)c1ccc2c(c1)Cc1ccccc1-2
4: COCCSc1ccccc1C(=O)NCCCn1ccnc1
5: Cc1cc(-c2ccccc2)c(C#N)c(SCC(N)=O)n1
6: CC1CCc2c(sc(NC(=O)CCc3nc4ccccc4c(=O)[nH]3)c2C#N)C1 (configuration not stated)
Compound	1	2	3	4	5	6
PKA-R2B activ	4	-5	-8	-3	1	-10
OPRM1-OPRD1 inv	7	/	11	19	7	8
V-ATPase pHluor	2	/	1	1	-1	-5
Arr AP2 block	-1	/	20	7	0	13
DSG3 Ab inh	/	93	/	99	/	109
OPRM1-OPRD1 ag	-1.2	/	-2.4	-3.3	-1.7	-1.9
PKA-R1A act	-7	2	-8	1	-7	3
HTR5A inv ag	-8	/	-9	-6	-2	7
HTR5A ag	2	/	3	6	1	7
DAGLB inh	10	-3	-2	1	0	-2

7: Cc1ccc(NC(=O)c2cnn(-c3ccccc3)c2C)c(C)c1
8: COc1ccc(CN2C(=O)CCC2(C)C(=O)NCc2cccnc2)c(OC)c1 (configuration not stated)
9: CC(C)Cn1c(N)c(C(=O)COC(=O)c2c(O)c(Cl)cc(Cl)c2Cl)c(=O)n(C)c1=O
10: CCn1nc(NS(=O)(=O)c2ccccc2)c2cc3ccc(C)cc3nc21
11: COc1ccc(/C=C2\N=C(C)OC2=O)cc1OC(C)=O
12: O=C(Cc1ccccn1)c1ccc(O)cc1O
Compound	7	8	9	10	11	12
PKA-R2B activ	5	2	-3	-4	2	-3
OPRM1-OPRD1 inv	13	-2	11	16	16	13
V-ATPase pHluor	1	-1	-4	-6	2	0
Arr AP2 block	-2	23	21	4	6	23
DSG3 Ab inh	102	99	98	101	/	94
OPRM1-OPRD1 ag	-2.8	0.3	-2.9	-3.2	-3.5	-2.9
PKA-R1A act	-1	10	8	-10	-11	2
HTR5A inv ag	12	-7	10	14	-2	13
HTR5A ag	-3	3	-4	1	1	-4
DAGLB inh	-3	-2	4	5	-2	-3

Look-ups from above.
CC(C)Cn1c(N)c(C(=O)COC(=O)c2c(O)c(Cl)cc(Cl)c2Cl)c(=O)n(C)c1=O in OPRM1-OPRD1 inv → 11
Cc1ccc(NC(=O)c2cnn(-c3ccccc3)c2C)c(C)c1 in OPRM1-OPRD1 ag → -2.8
CCn1nc(NS(=O)(=O)c2ccccc2)c2cc3ccc(C)cc3nc21 in Arr AP2 block → 4
COc1ccc(/C=C2\N=C(C)OC2=O)cc1OC(C)=O in DAGLB inh → -2
O=C(Cc1ccccn1)c1ccc(O)cc1O in PKA-R2B activ → -3

Next records follow.
13: N#CC1=C2SCN(c3ccccc3)CN2C(=O)CC1c1cccs1 (configuration not stated)
14: CCOc1cc2[nH]c(=S)n(Cc3ccc(C(=O)NCCCOC)cc3)c(=O)c2cc1OCC
15: COc1ccc(C(=O)/C=C/c2ccc(OC)c(COc3ccccc3F)c2)cc1
16: Cc1cc2c(=O)n(Cc3ccco3)c(SCC(=O)N3CCCc4ccccc43)nc2s1
17: O=C(N=Nc1c(O)[nH]c2ccccc12)Nc1ccccc1
18: COc1cc(C2NC(=S)NC(C)=C2C(=O)Nc2ccc(C)cc2)ccc1O (configuration not stated)
Compound	13	14	15	16	17	18
PKA-R2B activ	-2	0	-3	-15	11	-4
OPRM1-OPRD1 inv	12	12	-5	6	-3	17
V-ATPase pHluor	-1	0	0	1	9	-2
Arr AP2 block	8	-18	-6	1	13	-21
DSG3 Ab inh	/	95	106	107	96	99
OPRM1-OPRD1 ag	-2.5	-2.6	0.9	-1.1	0.5	-2.9
PKA-R1A act	4	-1	-7	-3	-1	-10
HTR5A inv ag	33	-25	-1	-10	1	6
HTR5A ag	-5	6	0	4	0	-3
DAGLB inh	5	-3	-8	-4	0	-3

19: CC(=O)N1C=CN(C(C)=O)C(c2cn(C)c3ccccc23)C1c1cn(C)c2ccccc12 (configuration not stated)
20: CCN(CC)CC(=O)N1c2ccccc2Sc2ccc(Cl)cc21
21: COCCN(CCOC)C(=S)Nc1ccccc1
22: Cc1cc(C(=O)COC(=O)c2cccs2)c(C)n1-c1c(C)n(C)n(-c2ccccc2)c1=O
23: COc1cc(NC(=O)CN2c3ccccc3CC2C)cc(OC)c1OC (configuration not stated)
24: CC(=O)c1ccc(S(=O)(=O)N(C)CCCC(=O)N2CCN(c3ncccn3)CC2)cc1
Compound	19	20	21	22	23	24
PKA-R2B activ	-5	-5	5	6	0	16
OPRM1-OPRD1 inv	22	5	-2	-3	6	13
V-ATPase pHluor	3	-3	5	2	-2	1
Arr AP2 block	-4	-6	-25	1	3	-5
DSG3 Ab inh	109	/	107	/	97	/
OPRM1-OPRD1 ag	-5.2	-0.8	0.3	0.6	-1.1	-3.4
PKA-R1A act	-10	2	1	-1	0	-1
HTR5A inv ag	7	-11	-8	-6	-13	-18
HTR5A ag	-3	-2	3	2	3	1
DAGLB inh	-3	-3	-1	-1	-5	-4

25: CS(=O)(=O)NCCNC(=O)c1cc(OCC(F)(F)F)ccc1OCC(F)(F)F
26: CCOc1ccc(N2C(=O)CSC23CCCCC3)cc1
27: Cn1c(=O)c2sccc2n2c(CCCC(=O)NCc3ccc(F)cc3)nnc12
28: O=c1cc(Cn2nnc(-c3ccc(Cl)cc3)n2)nc2sccn12
29: O=C(O)c1cccc(NC(=O)c2ccc(CN3C(=O)c4ccccc4C3=O)cc2)c1
30: O=C(NC1CCN(C(=O)Nc2cccc(Cl)c2)CC1)C1CCCCC1
Compound	25	26	27	28	29	30
PKA-R2B activ	9	-13	7	8	0	-6
OPRM1-OPRD1 inv	4	10	7	14	15	-3
V-ATPase pHluor	2	-2	8	0	3	15*
Arr AP2 block	10	-7	6	-10	-19	5
DSG3 Ab inh	106	102	96	94	95	98
OPRM1-OPRD1 ag	-0.5	-1.9	-1.1	-2.5	-3.1	0.4
PKA-R1A act	9	-7	-4	-5	-6	-16
HTR5A inv ag	1	2	-3	-4	-8	-15
HTR5A ag	0	2	2	-2	2	3
DAGLB inh	1	-4	1	-2	-2	-5

Just DAGLB inh and V-ATPase pHluor, for some of the entries so far:
No.	SMILES	DAGLB inh	V-ATPase pHluor
28	O=c1cc(Cn2nnc(-c3ccc(Cl)cc3)n2)nc2sccn12	-2	0
29	O=C(O)c1cccc(NC(=O)c2ccc(CN3C(=O)c4ccccc4C3=O)cc2)c1	-2	3

Back to the main list; the four compounds before the break are reprinted first.
27: Cn1c(=O)c2sccc2n2c(CCCC(=O)NCc3ccc(F)cc3)nnc12
28: O=c1cc(Cn2nnc(-c3ccc(Cl)cc3)n2)nc2sccn12
29: O=C(O)c1cccc(NC(=O)c2ccc(CN3C(=O)c4ccccc4C3=O)cc2)c1
30: O=C(NC1CCN(C(=O)Nc2cccc(Cl)c2)CC1)C1CCCCC1
31: COc1cccc(NC(=O)CN(C)S(=O)(=O)c2ccc(C)cc2)c1
32: O=C(CCc1c[nH]c2ccccc12)NCCOc1ccccc1
33: COc1ccc(NC(=S)N/N=C2\CC(C)(C)Oc3ccc(O)cc32)cc1
34: CCOC(=O)CNC(=O)CSc1nnc(-c2c[nH]c3ccccc23)n1CC
35: Cc1ccc(-c2csc(NC(=S)NC(=O)/C=C/c3ccco3)n2)cc1
36: Cc1ccc(OCc2ccccc2C)c([N+](=O)[O-])n1
Compound	27	28	29	30	31	32	33	34	35	36
PKA-R2B activ	7	8	0	-6	5	-7	0	-7	-1	11
OPRM1-OPRD1 inv	7	14	15	-3	1	3	-6	9	6	-4
V-ATPase pHluor	8	0	3	15*	-4	-4	-3	0	-4	3
Arr AP2 block	6	-10	-19	5	20	7	22	3	14	23
DSG3 Ab inh	96	94	95	98	101	110	106	98	95	/
OPRM1-OPRD1 ag	-1.1	-2.5	-3.1	0.4	-0.2	-0.4	0.8	-1.6	-1.1	0.6
PKA-R1A act	-4	-5	-6	-16	2	-5	-5	-5	-8	-5
HTR5A inv ag	-3	-4	-8	-15	13	4	4	-4	-11	-5
HTR5A ag	2	-2	2	3	3	1	-2	2	-6	-1
DAGLB inh	1	-2	-2	-5	1	-8	0	-1	-1	-4

37: CC(C)c1ccc2oc(=O)cc(CN3CCOCC3)c2c1
38: O=C(c1cc(Cl)c(=O)n(Cc2ccc(Cl)cc2)c1)N1CCOCC1
39: O=C(O)Cn1c(SCCOc2ccccc2)nc2ccccc21
40: N#Cc1nc(-c2cccs2)oc1NCCc1ccccc1
41: COc1ccccc1/C=C/C(=O)NCC(=O)N=Nc1c(O)[nH]c2ccccc12
42: Cc1cc(C)n(-c2ncnc3sc(C)c(C)c23)n1
Compound	37	38	39	40	41	42
PKA-R2B activ	-15	-7	3	1	2	11
OPRM1-OPRD1 inv	14	6	6	-26	6	9
V-ATPase pHluor	1	-7	-1	-1	6	3
Arr AP2 block	3	4	8	26	3	24
DSG3 Ab inh	/	101	105	105	124	100
OPRM1-OPRD1 ag	-2.8	-1.2	-1.2	5.3	-1.2	-1.6
PKA-R1A act	-12	-14	-3	-1	-4	2
HTR5A inv ag	-17	-6	9	22	11	2
HTR5A ag	2	0	6	-10	-3	-1
DAGLB inh	2	1	1	-4	0	-3

43: CCc1nnc(NS(=O)(=O)c2ccc(NC(=O)c3ccc([N+](=O)[O-])s3)cc2)s1
44: C/C(N)=C(/C#N)C(=O)COC(=O)CC12CC3CC(CC(C3)C1)C2
45: Cc1ccc(C)c(/C=N/n2cc(-c3ccccc3)[nH]c2=S)c1
46: Cc1cc2ncn(C(=O)c3c(-c4ccccc4Cl)noc3C)c2cc1C
47: c1csc(CNc2nc(-c3cccs3)nc3ccccc23)c1
48: Cc1cc(C)c(C(=O)CN2C(=O)NC3(CCCCCC3)C2=O)cc1C
49: Cc1cccc(NC(=O)COC(=O)c2ccc([N+](=O)[O-])o2)c1C
Compound	43	44	45	46	47	48	49
PKA-R2B activ	-5	1	-20	-14	-9	-4	-6
OPRM1-OPRD1 inv	/	-20	-15	2	6	15	-18
V-ATPase pHluor	/	-4	-1	-4	-2	0	2
Arr AP2 block	/	2	-6	16	9	10	41
DSG3 Ab inh	99	92	100	100	116	85	72
OPRM1-OPRD1 ag	/	3.4	2.9	-0.3	-1.2	-2.9	3.9
PKA-R1A act	3	-4	-2	0	-2	-6	-5
HTR5A inv ag	/	13	4	15	7	-4	27
HTR5A ag	/	2	-2	7	-3	2	1
DAGLB inh	9	-3	-2	0	-4	-2	0
